Bioassay records as filed in PubChem BioAssay.
CHT block: human CHT choline transport inhibition; B-score at 10 µM; CHT-expressing cells, membrane potential dye, choline response; stronger effect = lower value; AID 488975; 310,000 compounds, 0.86% hits; Q9GZV3;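 active means B-score over 3 SD under the library average, and starting fluorescence ratio not unusually high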;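 further: choline stimulus applied at its EC90 after an EC20 pre-addition; B-score computed on integrated fluorescence ratio after choline addition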
Target sequence (Q9GZV3 whole entry, looked up): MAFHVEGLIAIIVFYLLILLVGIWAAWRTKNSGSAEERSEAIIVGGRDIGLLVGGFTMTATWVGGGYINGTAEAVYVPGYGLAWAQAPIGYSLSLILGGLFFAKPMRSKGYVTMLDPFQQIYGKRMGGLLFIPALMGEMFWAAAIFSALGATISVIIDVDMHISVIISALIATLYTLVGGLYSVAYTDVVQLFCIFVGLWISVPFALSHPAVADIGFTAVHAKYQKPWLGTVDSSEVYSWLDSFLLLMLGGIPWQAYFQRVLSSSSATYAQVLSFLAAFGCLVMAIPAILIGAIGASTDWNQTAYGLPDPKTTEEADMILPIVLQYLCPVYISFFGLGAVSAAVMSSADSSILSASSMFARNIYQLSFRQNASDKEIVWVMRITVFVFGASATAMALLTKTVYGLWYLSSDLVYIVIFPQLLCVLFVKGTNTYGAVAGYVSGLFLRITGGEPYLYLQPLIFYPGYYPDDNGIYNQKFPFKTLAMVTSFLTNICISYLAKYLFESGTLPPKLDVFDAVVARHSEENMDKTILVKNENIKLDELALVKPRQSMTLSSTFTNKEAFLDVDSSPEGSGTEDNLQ
CHT allo act: allosteric activators of human choline transporter CHT; B-score at 10 µM; 310,000 compounds, 0.49% hits; CHT-expressing cells, membrane potential dye, choline EC20; stronger effect = higher value; LV-AA mutant CHT in HEK293 cells; Q9GZV3;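 active means initial fluorescence not abnormally high and integrated response B-score, plate-corrected, over 3 SD above library mean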
Calls only; i = inactive. Compounds as they come; 1.5% or so of the library scored in one or more.

| SMILES | CHT block | CHT allo act |
| --- | --- | --- |
| CCOC(=O)C(C)Sc1nnc2n1C(C)(C)Cc1ccccc1-2 (stereo not given) | i | i |
| COc1ccc(/C=N/Nc2nnc(Cc3ccc(OC)c(OC)c3)c(=O)[nH]2)cc1OC | i | i |
| Cc1cc(CNC(=O)[C@H](C)[C@@H]2C[C@@]2(C)[C@@H](NC(=O)OCc2ccccc2)c2ccccc2)nn1C | i | i |
| COc1ccc(NS(=O)(=O)c2cccc(NC(=O)C34CCC(CC3)C4)c2)cc1 | i | i |
| O=C(NCC1CCCO1)c1cn(-c2ccccc2)nc1-c1ccccc1 (stereo not given) | i | i |
| CCOC(=O)C/C(C)=N/NC(=O)CN(c1ccc(Br)cc1)S(=O)(=O)c1ccccc1 | i | i |
| CCc1nnc(NS(=O)(=O)c2ccc(Nc3ccc4nonc4c3[N+](=O)[O-])cc2)s1 | i | i |
| CC(=O)NCCC(=O)Nc1nc(-c2cccs2)c(-c2cccs2)s1 | i | i |
| Cc1cc(C)c(S(=O)(=O)c2ccccc2C)c(OCC(C)(C)C)n1 | i | i |
| Cc1cc(/C=C2\C(=O)NN(c3ccccc3)C2=O)c(C)n1-c1ccccc1O | i | i |
| Cc1ccnc(NS(=O)(=O)c2ccc(NC(=O)c3ccccc3F)cc2)n1 | i | i |
| Cc1ccc(-c2cc(C(=O)Nc3ccc(S(=O)(=O)Nc4ncccn4)cc3)c3ccccc3n2)cc1 | i | i |
| CC1(C)Oc2ccc(C(=O)NNC(=O)Nc3ccccc3)cc2NC1=O | i | i |
| O=C(COC(=O)/C=C/c1ccc([N+](=O)[O-])cc1)NC(c1ccccc1)c1ccccc1 | i | i |
| COc1cccc(NC(=O)C(Sc2nnc(-c3ccncc3)n2-c2ccc(Cl)cc2)c2ccccc2)c1 (stereo not given) | i | i |
| CCC(c1nnnn1C1CCCC1)N1CCN(c2cccc(OC)c2)CC1 (stereo not given) | i | i |
| Cc1cc(C)n(CCCNC(=O)CN(C)S(=O)(=O)c2ccc(Cl)cc2)n1 | i | i |
| CC1=C(C(=O)OC(C)C)C(C2CC=CCC2)NC(=O)N1 (stereo not given) | i | i |
| CCCC(NS(=O)(=O)c1ccc(-c2ccc(=O)[nH]n2)s1)c1cccs1 (stereo not given) | i | i |
| Cc1ccccc1NS(=O)(=O)c1ccc(C)c(C(=O)N2CCOCC2)c1 | i | i |
| Cc1cc(=O)oc2cc(OCC(=O)NCCN3CCOCC3)c(Cl)cc12 | i | i |
| O=C(CSc1nnc(CNC(=O)c2ccco2)o1)Nc1ccccc1F | i | i |
| Cc1nn(Cc2cccc(C(=O)NN)c2)c(C)c1Cl | i | i |
| O=S(=O)(N/N=C\c1cn(-c2ccccc2)nc1-c1ccccc1)c1ccccc1 | i | i |
| O=C(Nc1ccc2c(c1)CCC2)c1cc(S(=O)(=O)Nc2ccc(F)cc2)c(Cl)cc1Cl | i | i |
| O=C(Nc1ccccc1)c1cccc(Cn2cc(C(F)(F)F)ccc2=O)c1 | i | i |
| CNC(=S)N/N=C(\C)c1ccc(C(C)(C)C)cc1 | i | i |
| O=C(OCCN1C(=O)c2ccccc2C1=O)c1cnccn1 | i | i |
| COc1ccc(OC)c(C(c2nnnn2CC2CCCO2)N2CCN(C3CCCC3)CC2)c1 (stereo not given) | i | i |
| CC(C)NS(=O)(=O)c1ccc(Oc2ncc(C(F)(F)F)cc2Cl)cc1 | i | i |

| SMILES | CHT block | CHT allo act |
| --- | --- | --- |
| CCn1c(-c2cc(OC)c(OC)c(OC)c2)n[nH]c1=S | i | i |
| NNC(=S)Nc1c(Br)cc(F)cc1Br | i | i |
| Clc1ccc(CNc2nc(N3CCOCC3)nc(N3CCOCC3)n2)cc1 | i | i |
| Cc1noc(C)c1S(=O)(=O)N1CCC(C(=O)N2CCN(C3CCCC3)CC2)CC1 | i | i |
| Cc1ccc(NC(=O)CNC(=O)COc2ccccc2)nc1 | i | i |
| Cc1ccc(CSc2nnc(-c3ccc4c(c3)OCO4)o2)cc1 | i | i |
| Cc1cc(-c2csc(NC(=O)c3ccc(=O)[nH]c3)n2)c(C)n1Cc1ccccc1 | i | i |
| N#Cc1nc(-c2cccs2)oc1NCc1ccc(Cl)cc1 | i | i |
| NS(=O)(=O)c1ccc(NC(=O)c2ccccc2C(=O)N2CCCCC2)cc1 | i | i |
| Cn1c(Sc2ccccc2Cl)c(C=O)c2ccccc21 | i | i |
| CCN1CCN(CCC(=O)Nc2ccc(Br)cc2)CC1 | i | i |
| Cc1cccc(OCCC(=O)N(C)CC(=O)Nc2cccc3ccccc23)c1 | i | i |
| COc1ccc(NC(=O)CN(C)C(=O)c2c(-c3c(F)cccc3Cl)noc2C)cc1 | i | i |
| Cc1ccc(NS(=O)(=O)c2cc3c4c(cccc4c2)C(=O)NC3=O)cc1 | i | i |
| O=C(NCc1ccccc1)C(c1ccccc1)N(Cc1cccs1)C(=O)c1cnccn1 (stereo not given) | i | i |
| Cc1ccc2c(c1)N(CC(=O)N1CCOCC1)C(=O)CO2 | i | i |
| CSc1ccccc1NC(=O)c1ccccc1C | i | i |
| Cc1cc(SCC(=O)N/N=C/c2ccc(O)cc2O)nc2ccccc12 | i | i |
| CCOC(=O)C1(Cc2ccc(OC)cc2)CCN(C(=O)c2cc3ccccc3[nH]2)CC1 | i | i |
| COC(=O)C1=C(CSc2nc3ccccc3o2)NC(=O)NC1c1cc(C)ccc1C (stereo not given) | i | i |
| COc1ccc(NC(=S)N(CCC(C)C)C2CCN(C(C)C)CC2)cc1Cl | i | i |
| Cc1ccc(-n2c(Cn3cnc4ccccc43)nnc2SCC(=O)O)cc1 | i | i |
| O=C(NNc1nc2ccccc2s1)c1ccc(F)cc1 | i | i |
| COc1ccc(C(=O)NNC(=S)NC(=O)c2ccc(F)cc2)cc1Br | i | i |
| Cc1ccc(S(=O)(=O)N(C)C)cc1NC(=O)COC(=O)/C=C/c1cnc2ccccc2n1 | i | i |
| CC12CN3CC(C)(CN(C1)C3c1cc3ccccc3[nH]1)C2=O (stereo not given) | i | i |
| COC(=O)c1cccc(Cn2c(Cl)c(/C=N/Nc3ccccc3C)sc2=O)c1 | i | i |
| N#CC(c1ccc(Cl)cc1)c1nc2ccccc2nc1C(F)(F)F (stereo not given) | i | i |
| O=C(CCS(=O)(=O)c1cccc2nonc12)NC1CCCCCC1 | i | i |
| COc1ccccc1C(=O)N1CCN(C(=O)c2ccncc2)CC1 | i | i |

| SMILES | CHT block | CHT allo act |
| --- | --- | --- |
| COC(=O)c1sccc1NC(=O)CSCCc1ccncc1 | i | i |
| N/C(COc1ccc(Cl)cc1Cl)=N\NS(=O)(=O)c1ccccc1 | i | i |
| COc1ccc(C(=O)NCCNc2nc3c(C)cccc3cc2C#N)cc1 | i | i |
| CCC(CC)c1nnc(NC(=O)C2CSC3(C)CCC(=O)N23)s1 (stereo not given) | i | i |
| S=C(NCc1ccccc1)N1CCc2ccccc2C1 | i | i |
| CN(N=Nc1cccc([N+](=O)[O-])c1)c1cccc([N+](=O)[O-])c1 | i | i |
| CC(=O)C1=C(Nc2ccccc2)CC(C)(O)C(C(C)=O)C1c1ccccc1 (stereo not given) | i | i |
| O=C(CCc1nc2ccccc2s1)NCc1ccccc1F | i | i |
| CCc1cc2ccc(C)c(C)c2nc1SCC(=O)Nc1cc(C)on1 | i | i |
| CN(Cc1nc(-c2cccs2)no1)CC1COCCO1 (stereo not given) | i | i |
| O=C(CN1C(=O)c2ccccc2S1(=O)=O)NCCc1ccccc1 | i | i |
| Cc1ccc(NC(=O)CSc2ccc3nnc(CCNC(=O)c4ccccc4)n3n2)c(C)c1 | i | i |
| COc1ccc(CN2CCNC(=O)C2CC(=O)NCCCn2cccn2)cc1C (stereo not given) | i | i |
| COc1cc(NC(=O)c2ccno2)cc(C(=O)Nc2cccc(C(F)(F)F)c2)c1 | i | i |
| O=C(CSc1nc2ccccc2c(=O)[nH]1)Nc1ccc(C(=O)O)cc1 | i | i |
| COc1ccc(S(=O)(=O)Nc2c(C)nc3nc(C)[nH]n3c2=O)cc1 | i | i |
| COc1ccccc1/C=C/C(=O)NCC(=O)N/N=C(/C)c1ccco1 | i | i |
| O=C(NCc1ccccc1)c1noc2c1CCCCC2 | i | i |
| CCCn1c(SCC(=O)N2CCCCC2)nnc1-c1ccco1 | i | i |
| C=CCn1c(SCC(=O)Nc2ccc(-c3nc4ccc(C)cc4s3)cc2)nnc1-c1ccncc1 | i | i |
| Cc1cccc2cc(CN(CC3CCCO3)C(=O)c3cccnc3)c3nnnn3c12 (stereo not given) | i | i |
| COc1ccc(NC(=O)c2c(-c3ccccc3Cl)noc2C)c(OC)c1 | i | i |
| Cc1cccc2[nH]c3c(=O)n(CCN4CCNCC4)cnc3c12 | i | i |
| CCCCn1c(=O)[nH]c(=O)c2c1nc(-c1ccc(OCC)cc1)n2CC | i | i |
| Cc1c(C(=O)OCC(=O)N(C)c2ccccc2)oc2ccccc12 | i | i |
| CC(=O)[C@@]12O[C@@H]1C[C@H]1[C@@H]3CC[C@H]4C[C@@H](O)CC[C@]4(C)[C@H]3CC[C@@]12C | i | i |
| O=C(Nc1ccc(Cl)cc1)C1CCN(C(=O)c2ccco2)CC1 | i | i |
| CCOC(=O)N1CCN(C2=C(NS(=O)(=O)c3ccccc3)C(=O)c3ccccc3C2=O)CC1 | i | i |
| COc1ccc(NS(=O)(=O)c2ccc(N3CCOCC3)c(NC(=O)c3ccc(F)cc3)c2)cc1 | i | i |
| Oc1ccccc1CNc1nc2ccccc2n1CCN1CCCCC1 | i | i |

canonical_smiles | CHT block | CHT allo act
CCC1=C2CC[C@H]3C(=O)N(C)C(=O)[C@H]3[C@H]2[C@@]2(Cc3ccccc3)C(=NCC(=O)OC)OC(=O)N2C1=O | i | i
COC(=O)c1c(C)[nH]c(C)c1C(=O)c1ccccc1Cc1ccccc1 | i | i
COCCNc1c(-c2ccc(OC)c(OC)c2)nc2ccc(Cl)cn12 | i | i
Cc1cccc(S(=O)(=O)C(C#N)c2nc3ccccc3nc2N2CCOCC2)c1 (stereo not given) | i | i
COc1ccc(CNC(=S)Nc2ccc(OC)cc2)cc1 | i | i
CCOC(=O)COc1cccc2c(=O)n(CC(=O)N3CCCCC3)ccc12 | i | i
O=C(Nc1ccc(Br)cn1)C1CCCN1S(=O)(=O)c1ccccc1 (stereo not given) | i | i
COCCNC(=O)c1cc(-c2ccc(Cl)c(Cl)c2)on1 | i | i
COc1cc(O)c(CC=C(C)C)c(O)c1C(=O)CCc1ccc(O)cc1 | i | i
CCCCN(C(=O)CSc1nnc(-c2ccc(OC)cc2)n1C(C)C)c1c(N)n(Cc2ccccc2)c(=O)[nH]c1=O | i | i

canonical_smiles | CHT block | CHT allo act
CCCc1nc2c(s1)CCc1onc(-c3ccc(Cl)cc3)c1-2 | i | i
CCN(CC)C(=O)CSc1nnc(CCNC(=O)OC(C)(C)C)o1 | i | i
C/C=C/C=C/C(=O)N1CC2(CC(c3cccc(NC(=O)CCCCC)c3)=NO2)C[C@H]1C(N)=O (stereo not given in full) | i | i
Cc1[nH]n(-c2ccccc2)c(=O)c1C(=O)c1ccccc1 | i | i
Cc1cccc(Nc2nnc(SCC(=O)Nc3ccccc3[N+](=O)[O-])s2)c1C | i | i
CC[C@]12CCCN3CCc4c(n(c5ccccc45)C(=O)C1)C32 (stereo not given in full) | i | i
CC(=O)c1ccc(N2CCN(C(=O)C3CCN(S(=O)(=O)c4ccc5c(c4)CC(C)N5C(C)=O)CC3)CC2)cc1 (stereo not given) | i | i
Cc1cccc(NC(=O)C2CCCN2S(=O)(=O)c2ccc(F)cc2)c1C (stereo not given) | i | i
COc1cc(OC)c(NC(=S)Nc2cccc(C)c2)cc1Cl | i | i
CCOC(=O)C1CCN(C(=O)Cn2nc(CC)n3cccc3c2=O)CC1 | i | i

canonical_smiles | CHT block | CHT allo act
N#CCCN(C(=O)Nc1ccccc1)c1ccccc1 | i | i
O=C(Nc1cccc(C(F)(F)F)c1)c1ccc(Cn2cc(Br)cn2)o1 | i | i
COc1ccccc1CNCC(O)Cn1c2ccccc2c2ccccc21 (stereo not given) | i | i
O=C(Cn1cc2c(n1)CCCC2)NCC1CCCO1 (stereo not given) | i | i
O=C(COC(=O)c1ccco1)c1ccc(F)cc1 | i | i
CCOC(=O)c1c(Nc2ccccc2)sc(/C=C2\C=Nc3ccccc32)c1O | i | i
Cc1c(C=O)c2ccccn2c1C(=O)c1cccs1 | i | i
CCC(=O)N1CCN(c2ccc(Cl)cc2NC(=O)Cc2ccc(Cl)cc2)CC1 | i | i
COC(=O)c1[nH]c(C)c(/C(O)=C2\C(=O)C(=O)N(CCN3CCOCC3)C2c2cccnc2)c1C (stereo not given) | i | i
CCOc1ccccc1CN1CCNC(=O)C1CC(=O)NCCc1ccccn1 (stereo not given) | i | i
O=C(NC1(C(=O)NC2CCCCC2)CCCCC1)c1ccc2c(c1)OCO2 | i | i
COC(=O)c1[nH]c2ccccc2c1NC(=O)/C=C/c1ccc2c(c1)OCO2 | i | i
